S aureus QS inh = S. aureus quorum sensing inhibition | AID 527 | inhibition, % at 2 µM | actives 0.3% (n = 24,000) | S. aureus RN6390 RNAIII-GFP reporter, AIP-induced, flow cytometry 3 h;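 active = share of bacteria positive for the green fluorescent reporter and its mean brightness both inhibited by 50% or more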;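 also: 0% = AIP-stimulated control and 100% = unstimulated bacteria without AIP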
S aureus QS inh GFP MFI % = also measured in S aureus QS inh; calls as there; inhibition, %; measured here: inhibition of GFP MFI
The depositor's hits bear a star.

The line under a structure holds: S aureus QS inh | S aureus QS inh GFP MFI %
(1) O=C(COc1ccc2ccccc2c1)N1CCN(C2CCN(Cc3ccccc3)CC2)CC1
→ 0 | 0
(2) Cc1cc(N2CCOCC2)nc2ccc(NC(=O)CCC(=O)N3CCC4(CC3)OCCO4)cc12
→ -3 | -18
(3) CC(=O)[C@H]1CC[C@H]2[C@@H]3CC[C@H]4C[C@H](O)CC[C@]4(C)[C@H]3C(=O)C[C@]12C
→ -4 | -40
(4) O=C(CCCC1=NS(=O)(=O)c2ccccc2N1)N1CCC2(CC1)OCCO2
→ 2 | 6
(5) CCCCn1c(O)c(C(C)=Nc2cccc(C(=O)O)c2)c(=O)[nH]c1=O
→ 0 | 3
(6) CCCS(=O)(=O)N1CCC(C(=O)N2CCC3(CC2)OCCO3)CC1
→ 1 | 7
(7) Cc1nc2c(-c3ccccc3)c(C)nn2c(C)c1CCC(=O)N1CCC2(CC1)OCCO2
→ 15 | 24
(8) Cc1ccc(-n2c(O)c(C=NCCN3CCOCC3)c(=O)[nH]c2=O)cc1
→ -1 | 13
(9) CC1=C(C(=O)N2CCC3(CC2)OCCO3)C2(CCC(C)CC2)OC1=O (stereo not given)
→ -1 | 2
(10) CC(=NCc1cccnc1)c1c(O)n(Cc2ccccc2)c(=O)[nH]c1=O
→ -3 | -14
(11) Cc1ccc(Cl)cc1N1CCN(CCN)CC1
→ 1 | 6
(12) Cc1nc2c(c(C)nn2-c2ccccc2)c(C)c1CCC(=O)N1CCC2(CC1)OCCO2
→ -2 | -4
(13) O=C(c1ccncc1)C12CN3CN(CN(C3)C1)C2
→ -4 | -3
(14) COc1ccc(CCn2c(O)c(C=NCc3cccnc3)c(=O)[nH]c2=O)cc1OC
→ 0 | 17
(15) Cc1ccccc1-n1c(O)c(C=NCCN2CCOCC2)c(=O)[nH]c1=O
→ -1 | 0
(16) COc1ccccc1N(CC(=O)NC1CCCCC1)C(=O)c1cnn(C(C)C)c1
→ 0 | -8
(17) O=C(C1CCN(c2nc3ccc(Br)cc3s2)CC1)N1CCC2(CC1)OCCO2
→ -4 | -47
(18) Cc1ccc(C)c(NC(=O)CSc2nnc([C@@H](N)Cc3c[nH]c4ccccc34)o2)c1
→ 7 | 16
(19) Cc1c(C(=O)N2CCC3(CC2)OCCO3)sc2ncnc(N3CCN(c4ccccn4)CC3)c12
→ -2 | 3
(20) CNCCc1c[nH]c2ccccc12
→ -4 | -21

From no. 1 as far as 5, as listed above:
The line under a structure holds: S aureus QS inh | S aureus QS inh GFP MFI %
(1) O=C(COc1ccc2ccccc2c1)N1CCN(C2CCN(Cc3ccccc3)CC2)CC1
→ 0 | 0
(2) Cc1cc(N2CCOCC2)nc2ccc(NC(=O)CCC(=O)N3CCC4(CC3)OCCO4)cc12
→ -3 | -18
(3) CC(=O)[C@H]1CC[C@H]2[C@@H]3CC[C@H]4C[C@H](O)CC[C@]4(C)[C@H]3C(=O)C[C@]12C
→ -4 | -40
(4) O=C(CCCC1=NS(=O)(=O)c2ccccc2N1)N1CCC2(CC1)OCCO2
→ 2 | 6
(5) CCCCn1c(O)c(C(C)=Nc2cccc(C(=O)O)c2)c(=O)[nH]c1=O
→ 0 | 3

A different layout for some results above.
3. CC(=O)[C@H]1CC[C@H]2[C@@H]3CC[C@H]4C[C@H](O)CC[C@]4(C)[C@H]3C(=O)C[C@]12C
4. O=C(CCCC1=NS(=O)(=O)c2ccccc2N1)N1CCC2(CC1)OCCO2
compound no.	3	4
S aureus QS inh	-4	2
S aureus QS inh GFP MFI %	-40	6

Next part
The line under a structure holds: S aureus QS inh | S aureus QS inh GFP MFI %
(21) Cc1ccc(C2SCC(=O)Nc3c2c(=O)[nH]n3C2CCOC(C)(C)C2)cc1 (stereo not given)
→ 0 | 20
(22) O=c1[nH]c(=O)n(CCc2ccc(F)cc2)c(O)c1C=NCCCn1ccnc1
→ 0 | 3
(23) CC1=C(C(=O)OC(C)C)[C@]2(C(=O)N(CC(N)=O)c3ccccc32)C(C#N)=C(N)O1
→ 0 | 1
(24) Cn1c(C(=O)N2CCC3(CC2)OCCO3)cc2c(=O)n(C)c3ccccc3c21
→ -5 | -13
(25) Cc1nc2c(-c3ccc(F)cc3)c(C)nn2c(C)c1CCC(=O)N1CCC2(CC1)OCCO2
→ -1 | 2
(26) Cc1c2cnn(CC(=O)N3CCC4(CC3)OCCO4)c(=O)c2c(C)n1Cc1ccccc1
→ -3 | -7
(27) O=C(C1CCC(=O)N1C1CCCCC1)N1CCC2(CC1)OCCO2 (stereo not given)
→ -2 | 2
(28) Oc1ccc(C2NCc3ccccc3-n3cccc32)cc1Cl (stereo not given)
→ 0 | 20
(29) Cn1cc(C(=O)N2CCC3(CC2)OCCO3)c2c3ccccc3n(C)c2c1=O
→ 1 | 10
(30) Cn1c(=O)n(CC(=O)N2CCC3(CC2)OCCO3)c(=O)c2ccccc21
→ -4 | -10
(31) O=C(C1CCN(S(=O)(=O)N2CCOCC2)CC1)N1CCC2(CC1)OCCO2
→ 4 | 14
(32) Cc1ccc2c(c1)[C@@H]1CN(C)CC[C@@H]1N2C(=O)Nc1cccc(C(F)(F)F)c1
→ 0 | -12
(33) COC(=O)C1C2c3ccccc3OC1(C)N=c1s/c(=C/c3cnn(C)c3C)c(=O)n12 (stereo not given)
→ 4 | 28
(34) C[N+]1(C)CCN(c2ccccc2)CC1
→ -1 | 0
(35) Cc1ccccc1NC1=NCCCS1
→ 0 | 10
(36) COC(=O)C1C2c3ccccc3OC1(C)N=c1s/c(=C/c3cnn(C)c3)c(=O)n12 (stereo not given)
→ 2 | 16
(37) COc1ccc(C(=O)C(C)(C)NO)cc1
→ -2 | 1
(38) COc1ccc(C2C(C(=O)N3CCC4(CC3)OCCO4)c3cc(OC)c(OC)cc3C(=O)N2C)cc1 (stereo not given)
→ -3 | -8
(39) Cc1cccn2c(=O)c3cc(C(=O)N4CCC5(CC4)OCCO5)n(C)c3nc12
→ -7 | -14
(40) Cc1nc2nc(C)c(CCC(=O)N3CCC4(CC3)OCCO4)c(C)n2n1
→ -2 | -3

Entries of single compounds from above. Values in the order: S aureus QS inh	S aureus QS inh GFP MFI %
Cc1ccc2c(c1)[C@@H]1CN(C)CC[C@@H]1N2C(=O)Nc1cccc(C(F)(F)F)c1 across the screens: 0	-12
Cc1ccc(C2SCC(=O)Nc3c2c(=O)[nH]n3C2CCOC(C)(C)C2)cc1 (stereo not given) across the screens: 0	20
Cc1c2cnn(CC(=O)N3CCC4(CC3)OCCO4)c(=O)c2c(C)n1Cc1ccccc1 across the screens: -3	-7
Cc1nc2c(-c3ccc(F)cc3)c(C)nn2c(C)c1CCC(=O)N1CCC2(CC1)OCCO2 across the screens: -1	2
CC1=C(C(=O)OC(C)C)[C@]2(C(=O)N(CC(N)=O)c3ccccc32)C(C#N)=C(N)O1 across the screens: 0	1

Values in list order from above:
Compounds 26–36 in S aureus QS inh GFP MFI %, in turn: -7, 2, 20, 10, -10, 14, -12, 28, 0, 10, 16
Compounds 26–36 in S aureus QS inh, in turn: -3, -2, 0, 1, -4, 4, 0, 4, -1, 0, 2

Following part
The line under a structure holds: S aureus QS inh | S aureus QS inh GFP MFI %
(41) Cc1[nH]c2ccccc2c1C1=CCNCC1
→ -2 | -11
(42) Cc1ccc(S(=O)(=O)NCC2CCC(C(=O)N3CCC4(CC3)OCCO4)CC2)cc1 (stereo not given)
→ -1 | 0
(43) CCOP1(=S)Oc2cc3c(cc2C(C(=O)OC)(C(F)(F)F)O1)OCO3 (stereo not given)
→ -1 | -14
(44) CCc1nnc(NC(=O)CCc2nc(C3=CCN(C)CC3)no2)s1
→ -5 | -20
(45) O=C(c1sc2ccccc2c1Cl)N1CCC2(CC1)OCCO2
→ 0 | 10
(46) CC1CCC(C(=O)NC(C(=O)N2CCC3(CC2)OCCO3)C(C)C)CC1 (stereo not given)
→ 6 | 26
(47) Cc1ccc(OCC(=O)NCCN2CCN(C(=O)COc3ccc(C)cc3)CC2)cc1
→ -1 | 0
(48) OCCOCC#CCN1CCOCC1
→ 0 | 3
(49) Cc1ccc(C(=O)C2CN3CCC2CC3)cc1 (stereo not given)
→ -1 | -2
(50) COc1ccc(CN2CCN(c3ccccc3F)CC2)c(OC)c1
→ -1 | 11
(51) CNP1(NC)=NC(C(F)(F)F)=NC(C(F)(F)F)=N1
→ -3 | 14
(52) Cn1c2ccccc2c2c(C(=O)N3CCC4(CC3)OCCO4)cn(C3CCCC3)c(=O)c21
→ -3 | -15

Assay outcomes as filed in PubChem.

The list is partial (hit frequency here may not be typical).
